Bioassay records as filed in PubChem.
Mac1 fbg inh = CD11b/CD18-fibrinogen binding inhibition | P05107+P11215 | K562 CD11b/CD18 adhesion to fibrinogen, ATPlite luminescence; Mn2+ added to activate the integrin | inhibition, % at 10 µM | 93,000 compounds, 0.54% hits | AID 1497;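 active means primary inhibition of 50% or more at 10 µM, then 40% or more on retest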; further: some results filed as inactive read as strong as hits
Target sequence (P05107 whole entry, looked up, other chains not shown): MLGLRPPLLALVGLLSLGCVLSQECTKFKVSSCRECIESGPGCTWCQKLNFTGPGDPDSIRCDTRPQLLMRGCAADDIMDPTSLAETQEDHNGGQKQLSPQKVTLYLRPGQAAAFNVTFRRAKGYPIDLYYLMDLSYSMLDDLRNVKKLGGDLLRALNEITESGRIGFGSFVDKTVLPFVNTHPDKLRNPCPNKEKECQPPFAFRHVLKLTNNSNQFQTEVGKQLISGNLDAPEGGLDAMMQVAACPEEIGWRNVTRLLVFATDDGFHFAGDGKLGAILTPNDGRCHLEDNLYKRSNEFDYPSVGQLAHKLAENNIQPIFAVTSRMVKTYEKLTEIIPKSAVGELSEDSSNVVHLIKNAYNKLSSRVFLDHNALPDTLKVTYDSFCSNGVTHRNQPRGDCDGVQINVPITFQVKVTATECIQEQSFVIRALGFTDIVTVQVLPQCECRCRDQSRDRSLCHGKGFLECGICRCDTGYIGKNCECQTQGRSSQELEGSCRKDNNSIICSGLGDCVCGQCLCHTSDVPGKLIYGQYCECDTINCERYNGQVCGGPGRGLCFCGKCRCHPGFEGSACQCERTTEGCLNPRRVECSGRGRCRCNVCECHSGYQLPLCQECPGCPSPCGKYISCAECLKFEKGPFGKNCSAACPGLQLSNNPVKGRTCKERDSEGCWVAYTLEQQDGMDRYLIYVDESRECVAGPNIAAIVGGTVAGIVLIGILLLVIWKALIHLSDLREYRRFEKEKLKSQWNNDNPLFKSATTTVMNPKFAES
Mac1 fbg enh = CD11b/CD18-fibrinogen binding enhancement; P05107+P11215; K562 CD11b/CD18 adhesion to fibrinogen, ATPlite luminescence; activation, % at 10 µM; 93,000 compounds, 0.07% hits;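 active means 10 µM primary screen giving 50% or more activity, confirmed by 40% or more on retest at that dose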; further: strong numbers were not always called active; reference of the scale not given here
* = called active by the depositor. Some of the compounds tested (hit frequency here may not be typical).

SMILES | Mac1 fbg inh | Mac1 fbg enh
COC(=O)C(Cc1ccccc1)NC(=O)C12CC3CC(CC(C3)C1)C2 (stereo not drawn) | 3 | 0
CCOC(=O)c1csc(NC(=O)Nc2cccc(OC)c2)n1 | -2 | 1
COc1ccc(/C=N/S(=O)(=O)CCc2ccccc2)c(OC)c1 | 5 | 3
CC1=C(C(=O)Nc2ccccc2)C(c2coc3ccccc3c2=O)C2=C(CCCC2=O)N1 (stereo not drawn) | -1 | -4
COc1ccc(-c2cnnn2-c2ccc(NC(=O)/C=C/c3ccc(OC)c(OC)c3)cc2)cc1 | -10 | 50
Cc1nn(C(C)C(=O)N2CCOCC2)c(C)c1[N+](=O)[O-] (stereo not drawn) | -4 | -3
Cc1ccc(C(=O)Nc2nc(C)c(C(=O)Nc3ccc4c(c3)CCC4)s2)cc1 | 24 | -2
COC(=O)c1ccc(COc2ccccc2/C=C(\C#N)C(=O)NC(C)C)cc1 | 2 | 7
C/C(=N\NC(=O)CNc1cccc(C(F)(F)F)c1)c1ccc(Br)cc1 | 15 | 5
O=C(CCc1nc2ccccc2s1)OCC(=O)c1ccccc1 | 8 | 1
Cc1ccc(C2(O)CN(c3ccccc3C)C3=[N+]2CCS3)cc1 (stereo not drawn) | -24 | 4
O=[N+]([O-])c1cc(C(F)(F)F)cc([N+](=O)[O-])c1NCc1cccnc1 | 3 | 3
Cc1nc(Nc2c(Cl)cccc2Cl)sc1C(=O)Nc1ccccc1 | 0 | 8
C/C(=N\NC(=O)c1ccccc1O)c1ccc(Br)s1 | 34 | -6
CCCCOC(=O)Oc1ccc2c(=O)c(Oc3cccc(C)c3)coc2c1 | -12 | 1
O=[N+]([O-])c1cc(/C=N/Nc2nc(N3CCOCC3)nc(N3CCOCC3)n2)ccc1Cl | -16 | -4
CC(C)Oc1cccc(C(=O)NC(=S)Nc2cccnc2)c1 | 9 | 8
COCCCNC(=O)CCC(=O)NNc1nc2ccccc2c2nc(-c3ccccc3)nn12 | -8 | 9
CC(=O)NC1C(OCc2ccccc2)OC(CO)C(OC(C)=O)C1OC(C)=O (stereo not drawn) | -6 | -5
COc1ccc(-c2nn(-c3ccccc3)cc2/C=N/NC(=S)NC(C)C)cc1OC | 19 | 20
COc1cc(NC(=O)CN2CCC(C)CC2)c(C)cc1[N+](=O)[O-] | -5 | -1
CC/C(Cc1ccccc1)=N\NC(=O)c1cc(C)oc1C | -4 | 7
CN(C)CCCN(C(=O)c1cc2ccccc2oc1=O)c1nc2ccc(F)cc2s1 | 12 | 4
O=C(COC(=O)Cc1cccc(C(F)(F)F)c1)Nc1ccccc1 | 13 | 0
O=C(c1ccc(Cl)c([N+](=O)[O-])c1)N(Cc1cccc(Cl)c1)C1CCS(=O)(=O)C1 (stereo not drawn) | 29 | -1
The results go on:
SMILES | Mac1 fbg inh | Mac1 fbg enh
O=C(COC(=O)c1cccc([N+](=O)[O-])c1)NCc1ccc2c(c1)OCO2 | 7 | 0
c1ccc(Nc2nc(-c3ccncc3)nc3ccccc23)cc1 | -13 | -4
COc1ccccc1C(=O)NCC(=O)OCC(=O)c1ccc2c(c1)-c1ccccc1C2 | -5 | -1
C=CCN=C(C)C1=C(O)C(C)OC1=O (stereo not drawn) | -2 | 0
Cc1ccc(C(=O)N/C(=C\c2ccccc2)C(=O)NCC2CCCO2)cc1 (stereo not drawn) | 2 | -3
O=C(CSc1ccccc1)Nc1nc2ccccc2[nH]1 | 4 | 1
CC1CC(C)CN(C(=S)Nc2ccc(SC(F)F)cc2)C1 (stereo not drawn) | 4 | 2
CC1CCC(C(C)C)C(OC(=O)Cn2c(-c3ccc(F)cc3)[n+](C)c3ccccc32)C1 (stereo not drawn) | 64* | -4
CCOC(=O)c1c(C)nc(C)c(C(=O)OCC)c1-c1ccc(Br)cc1 | -11 | -1
Cc1ccc(-c2nsc(SCC(=O)NCc3ccc4c(c3)OCO4)n2)cc1 | -8 | -3
Cc1cccc(OCc2nnc(SCc3cc(=O)[nH]c4ccccc34)n2-c2ccccc2)c1 | 16 | -4
Cc1ccc(-c2cc(C(=O)NCCc3ccccn3)c3ccccc3n2)c(C)c1 | 2 | 3
CC(C(=O)Nc1ccc(F)c(F)c1F)N(C)CC(=O)Nc1ccccc1Br (stereo not drawn) | 8 | 0
COc1ccc(C(C)=O)cc1CSc1nnc(Nc2ccc(C)cc2C)s1 | 10 | 2
CCOc1ccccc1NC(=O)C(OC(=O)c1ccccc1)c1ccccc1 (stereo not drawn) | 16 | 1
Cc1c(C(=O)N/N=C/C(C)C)[nH]c2c([N+](=O)[O-])cccc12 | -6 | 72
O=C(CNC(=O)c1ccccc1)OCc1nc2ccccc2s1 | -4 | 2
Cc1ccc(Sc2nc([N+](=O)[O-])nn2C)cc1 | -1 | 4
C/C(=N\N=c1/scc(C)n1Cc1ccco1)c1cccc([N+](=O)[O-])c1 | -6 | 0
Cc1ccc(NC(=S)Nc2ccc3cn[nH]c3c2)cc1C | -18 | 1
Cc1cccc(CSC(=N)N)c1 | -7 | 0
CC(=O)NC1=NN(C(C)=O)C(C)(CCS(=O)(=O)c2ccc(Br)cc2)S1 (stereo not drawn) | 9 | 0
O=C(CN1CCCc2ccccc21)NCc1ccccc1Cl | -1 | 1
Cc1ccc(-n2nc(CN3CCOCC3)c(-c3ccccc3)c2N)c(C)c1 | 15 | 2
Cc1ccc(S(=O)(=O)N(CC(=O)Nc2ccccc2-c2ccccc2)c2ccc(C)cc2C)cc1 | 4 | 0
Next part
SMILES | Mac1 fbg inh | Mac1 fbg enh
NNC(=O)CN1C(c2ccc(Br)cc2)=Nc2ccc(Br)cc2C1c1ccccc1 (stereo not drawn) | 8 | -6
Cc1ccc(-c2nnc(-n3ncc(C#N)c3N)c3ccccc23)cc1C | 13 | 4
CCc1ccc(OCC(=O)N/N=C/c2ccc(OS(=O)(=O)c3ccc(C)cc3)c(OC)c2)cc1 | -6 | 5
Cc1nnc(SCC(=O)NNC(=O)C(C)C)[nH]c1=O | 5 | -3
Cc1ccc(N2CCN(C3=NC(=O)/C(=C\c4cn[nH]c4-c4ccccc4)S3)CC2)cc1 | 5 | 26
Cc1cnc(C(=O)Nc2cccc(S(=O)(=O)N(C)C)c2)cn1 | -8 | 1
Cc1nc(C)c(C(=O)NNC(=O)c2ccc(Br)cc2)s1 | 12 | -2
CCN(CC)C(=O)C(=O)N/N=C/c1ccc(C(=O)OC)cc1 | -1 | -2
O=C(NNC(=O)C1CC2CCC1C2)c1ccccc1 (stereo not drawn) | 18 | 0
COc1ccc(OCc2nc3c4cc(OC)c(OC)cc4nc(=S)n3[nH]2)cc1 | -12 | 4
COc1ccccc1CC(=O)Nc1cccc(C(=O)NN2C(=O)c3ccccc3C2=O)c1 | -3 | 0
Fc1ccc(N=C2NN=C(c3cc(F)ccc3F)CS2)cc1 | 18 | 4
Nc1ccnn1Cc1ccc(Br)s1 | -7 | 0
CC(C)[C@H](NC(=O)OCc1ccccc1)C(=O)OCC(=O)Nc1c(F)cccc1F | -2 | 2
COCCn1c(=O)[nH]c(=O)c2c(C(F)(F)F)cc(-c3cccs3)nc21 | 11 | -1
COc1cccc(C(=O)NNC(=O)Cc2ccc([N+](=O)[O-])cc2)c1 | 0 | -1
Cc1cccc(C)c1NC(=S)NC(C)CCc1ccccc1 (stereo not drawn) | 16 | 6
COc1cccc(C2CC(c3cccs3)=NN2C(=O)CSc2nc3ccccc3o2)c1OC (stereo not drawn) | 1 | 2
CC1(Br)C2CCCC1C2S(=O)(=O)c1ccccc1 (stereo not drawn) | -2 | -3
CCN(CC)c1ccc(C=C(c2nnnn2-c2ccc(C)cc2)c2nnnn2-c2ccc(C)cc2)cc1 | -11 | 8
Cc1cccc(NC(NC(=O)Cc2ccccc2)C(Cl)(Cl)Cl)c1 (stereo not drawn) | -4 | 0
O=C1CCCC2=C1C(c1ccc(Cl)cc1)n1c(s/c(=C\c3ccc4ccncc4c3)c1=O)=N2 (stereo not drawn) | 26 | 46
CCC(CC)c1nnc(NC(=O)C2CC(=O)N(c3ccc4c(c3)OCCO4)C2)s1 (stereo not drawn) | 14 | 5
CCOc1ccc(C(=O)C[n+]2ccccc2C)cc1 | -5 | 9
CN(CC(=O)Nc1ccc(F)cc1)C(=O)COc1ccc(C(=O)c2ccccc2)cc1 | -14 | 1

Looked up by structure from the list above:
SMILES | Mac1 fbg inh | Mac1 fbg enh
CCc1ccc(OCC(=O)N/N=C/c2ccc(OS(=O)(=O)c3ccc(C)cc3)c(OC)c2)cc1 | -6 | 5
Cc1cccc(C)c1NC(=S)NC(C)CCc1ccccc1 (stereo not drawn) | 16 | 6
NNC(=O)CN1C(c2ccc(Br)cc2)=Nc2ccc(Br)cc2C1c1ccccc1 (stereo not drawn) | 8 | -6
COc1ccc(OCc2nc3c4cc(OC)c(OC)cc4nc(=S)n3[nH]2)cc1 | -12 | 4
CN(CC(=O)Nc1ccc(F)cc1)C(=O)COc1ccc(C(=O)c2ccccc2)cc1 | -14 | 1

(cont.)
SMILES | Mac1 fbg inh | Mac1 fbg enh
Cc1ccc(NC(=O)C(OC(=O)c2ccc(C=O)cc2)c2ccccc2)cc1Cl (stereo not drawn) | 61 | 5
O=C(Cn1nnc(-c2ccccc2)n1)N/N=C/c1ccc(-c2ccc(Cl)cc2)o1 | 9 | 46
CCC(C(=O)NCCC1=CCCCC1)c1ccccc1 (stereo not drawn) | -8 | -2
Cc1nc2ccccn2c1C(=O)N=Nc1c(O)n(CCC(C)C)c2ccccc12 | 4 | -2
O=C(C[n+]1cccc(CNC(=O)c2ccc(OC(F)F)cc2)c1)Nc1ccccc1Cl | 12 | 0
CCOC(=O)c1sc(NC(=O)c2ccc(S(=O)(=O)N3CCOCC3)cc2)nc1-c1ccccc1 | 50 | 6
Cc1cc(C)cc(NC(=O)C(OC(=O)c2sccc2C)c2ccccc2)c1 (stereo not drawn) | 18 | 5
CCCCOC(=O)c1nc(Cl)c(Cl)c(N)c1Cl | -4 | -2
CCOC(=O)C(C)(C)N(Cc1cccc(C)c1)S(=O)(=O)c1ccc(Cl)c([N+](=O)[O-])c1 | 45 | -2
Cc1ccc(N2CN(Cc3cccnc3)CNC2=S)c(C)c1 | 25 | 5
CCN(CC)S(=O)(=O)c1cccc(C(=O)N/N=C/c2cc(OC)c(O)c(OC)c2)c1 | -5 | -1
O=C(CSc1ccc(-c2ccccc2)nn1)c1ccccc1 | -9 | 1
O=C(NNc1ccccc1)C(=O)N1CCCCC1 | -4 | 6
CC(C)Cc1nc(Nc2ccc(S(=O)(=O)N3CCCC3)cc2)c2nnn(Cc3ccccc3)c2n1 | 14 | -3
Cc1c(NC(=O)c2ncn[nH]2)cccc1-c1nc2ccccc2s1 | 28 | 49
O=C(/C=C/c1cccc(F)c1)N(c1ccccn1)C1CCCCC1 | -8 | -2
O=c1c2ccccc2nc(/C=C/c2ccccc2)n1CCc1ccccc1 | -4 | 5
C#CCN1C(=O)S/C(=C/c2cc(C)n(CC)c2C)C1=O | 30 | 9
O=C(N/N=C/c1ccc(O)cc1)c1cc(-c2ccc3c(c2)OCO3)n[nH]1 | 1 | 2
CCOC(=O)c1c(C)[nH]c(C(=O)N/N=C/c2ccc(Br)cc2)c1C | 15 | -4
CCOc1ccccc1C(=O)N[C@H](C(=O)OCc1cc([N+](=O)[O-])cc2c1OCOC2)C(C)C | 20 | 1
Cc1ccc(S(=O)(=O)/N=C(\N)Nc2nc(C)c3ccccc3n2)cc1 | 14 | 12
Cc1nn(Cc2ccc(Cl)cc2)c(C)c1NC(=O)c1ccc([N+](=O)[O-])cc1 | -25 | 2
COc1cc(CC(=O)OCC(=O)Nc2cccc([N+](=O)[O-])c2)cc(OC)c1OC | -8 | 5
COC(=O)c1ccc(/C=N/Nc2nc(-c3ccccc3)cs2)cc1 | -5 | 28

Quoted from the listing, seven compounds:
SMILES | Mac1 fbg inh | Mac1 fbg enh
Cc1ccc(NC(=O)C(OC(=O)c2ccc(C=O)cc2)c2ccccc2)cc1Cl (stereo not drawn) | 61 | 5
O=C(Cn1nnc(-c2ccccc2)n1)N/N=C/c1ccc(-c2ccc(Cl)cc2)o1 | 9 | 46
CCC(C(=O)NCCC1=CCCCC1)c1ccccc1 (stereo not drawn) | -8 | -2
Cc1nc2ccccn2c1C(=O)N=Nc1c(O)n(CCC(C)C)c2ccccc12 | 4 | -2
O=C(C[n+]1cccc(CNC(=O)c2ccc(OC(F)F)cc2)c1)Nc1ccccc1Cl | 12 | 0
CCOC(=O)c1sc(NC(=O)c2ccc(S(=O)(=O)N3CCOCC3)cc2)nc1-c1ccccc1 | 50 | 6
Cc1cc(C)cc(NC(=O)C(OC(=O)c2sccc2C)c2ccccc2)c1 (stereo not drawn) | 18 | 5

Continuation.
SMILES | Mac1 fbg inh | Mac1 fbg enh
Brc1ccc(OCc2nnc3n2CCC3)cc1 | 0 | -1
Cc1cccc2sc(N(CCCN(C)C)C(=O)CCc3ccccc3)nc12 | 44 | 2
CN(C)CCCN(C(=O)c1ccc2c(c1)CCCC2)c1nc2ccc(Cl)cc2s1 | 30 | 16
CN(C)CCN(C(=O)/C=C/c1cccs1)c1nc2ccc(F)cc2s1 | 6 | 7
Cc1ccc(C(=O)N/N=C2\CCc3ccccc32)c(C)c1 | 12 | -3
O=C(Nn1c(SCc2ccc(F)cc2)nc2ccsc2c1=O)c1ccccc1 | -10 | 0
O=C(NCCc1cccc(Cl)c1)c1ccc(Cl)c([N+](=O)[O-])c1 | 18 | -3
C#CC[N+]1(CC#Cc2ccc(C)cc2)CCCCC1 | -12 | 8
COCCCN(C(=S)Nc1cc(Cl)cc(Cl)c1)C(C)c1ccncc1 (stereo not drawn) | 6 | -2
Cc1ccc(-c2[nH]ncc2/C=N/n2c(COc3ccccc3)nc3ccccc3c2=O)cc1 | 20 | 29
CCCC(=O)Nc1cccc(NC(=S)NC(=O)C(C)Oc2ccc(Cl)cc2Cl)c1 (stereo not drawn) | 30 | -4
O=C(CCCNC(=O)/C(=C/c1ccc(Br)cc1)NC(=O)c1ccccc1)OCc1ccccc1 | -5 | 8
